VP16 counter: inhibits Gal4-VP16 luciferase reporter, ROR gamma counter-screen; Drosophila S2 Gal4-VP16 UAS-luciferase, luminescence, 20 h; Potency, µM (top dose mostly 53.6 µM), inactives show at the top dose activity, negative = inhibition, hits mostly inhibitors; hit rate 3.5% among 310,000;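 note: Gal4-VP16 expression switched on by copper sulfate through the metallothionein promoter; % is set by controls: 0 for no effect and ±100 for the full control effect; nearly all actives have a fitted effect of over 50% in size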
ELG1 genotox: induces genotoxicity in HEK293T cells with luciferase-tagged ELG1; HEK293T ELG1-luciferase reporter, luminescence, 16 h; Potency, µM (titrated, usually from 46 µM), for the others: top-dose activity change, positive = activation, most hits filed as activators; hit rate 1.3% among 330,000; note: % of control where 0% means no effect; nearly all actives have a fitted effect of over 60% in size
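Quantitative HTS format in 1536-well plates. HEK293T ELG1-luciferase reporter cells receive test compound and are incubated 16 hr at 37 °C, 5% CO2; ONE-Glo added, 30 min room temperature, then luminescence read.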
Rab9 prom act: Rab9 promoter activation; Huh7 Rab9 promoter-luciferase reporter, luminescence, 24 h; Potency, µM (titrated, usually from 9.22 µM), for the others: at the highest dose activation, negative = inhibition, hits mostly activators; hit rate 2.8% among 320,000; AID 485297; note: % of control where 0% means no effect; nearly all actives have a fitted effect of over 60% in size
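Stable Rab9-luc Huh7, 1500 cells/well, 2 h settle; cmpd in DMSO, 24 h, 37 °C/5% CO2; luciferase reagent 10 min RT; luminescence.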
p53 reactivation: mutant p53 re-activation in reporter cells; hit rate 0.063% among 320,000; H1299 p53-A138V BP100-luciferase reporter, luminescence, 24 h; AID 504706; Potency, µM (titrated, usually from 92.2 µM), inactives show at the top dose activity change, positive = activation, usual class: activators; note: % of control where 0% means no effect; nearly all actives have a fitted effect of over 45% in size
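p53-null H1299 cells stably carrying temperature-sensitive p53-A138V and a BP100-luciferase reporter were pinned with compounds (4-point, 1:5 series) and held 24 hrs at 37 deg C. Luminescence was read 10 min after detection reagent.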
FLuc modulator: firefly luciferase modulation, counter-screen for miR-21 project; hit rate 6.9% among 360,000; Potency, µM (highest dose often 57.5 µM), for inactives: at the top dose activity change, negative = inhibition, hits mostly inhibitors; P08659; purified FLuc, Km substrates, luminescence inhibition;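 note: plate controls were vehicle for no effect and reference inhibitor for full effect; nearly all actives have a fitted effect of over 55% in size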
Target sequence (P08659 whole entry, looked up): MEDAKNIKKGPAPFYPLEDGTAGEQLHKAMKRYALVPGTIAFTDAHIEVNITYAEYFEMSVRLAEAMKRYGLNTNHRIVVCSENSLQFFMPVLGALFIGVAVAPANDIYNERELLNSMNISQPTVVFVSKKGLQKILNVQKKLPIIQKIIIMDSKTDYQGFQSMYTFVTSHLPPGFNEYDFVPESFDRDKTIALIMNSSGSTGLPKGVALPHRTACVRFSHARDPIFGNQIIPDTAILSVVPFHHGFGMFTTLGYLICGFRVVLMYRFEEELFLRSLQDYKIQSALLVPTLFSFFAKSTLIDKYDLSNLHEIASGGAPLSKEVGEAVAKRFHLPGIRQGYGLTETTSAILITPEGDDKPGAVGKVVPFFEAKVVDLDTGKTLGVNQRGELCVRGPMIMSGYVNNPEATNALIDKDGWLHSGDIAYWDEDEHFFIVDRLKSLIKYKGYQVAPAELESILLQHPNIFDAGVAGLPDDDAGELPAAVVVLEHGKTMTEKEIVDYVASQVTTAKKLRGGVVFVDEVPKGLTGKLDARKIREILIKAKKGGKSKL
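Purified P. pyralis luciferase, 10 nM final, with Km-level 10 uM D-luciferin and 10 uM ATP in 50 mM Tris acetate pH 7.5, 10 mM Mg acetate, 0.01% Tween-20, 0.05% BSA; 6-point qHTS titration about 60 µM downward; luminescence read.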
NPC1 prom act: NPC1 promoter activation; Huh7 NPC1 promoter luciferase reporter, 24 h; Potency, µM (highest dose often 9.22 µM), for inactives: at the top dose activation, most hits filed as activators; hit rate 2.4% among 320,000;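 note: % of control where 0% means no effect; nearly all actives have a fitted effect of over 60% in size; reporter is driven by a mutant NPC1 promoter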
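NPC1 promoter–luciferase Huh7 cells; 24 h compound; luminescence.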
MBNL1 CUG block: inhibitors of human MBNL1 binding to CUG repeat RNA; TR-FRET MBNL1-His/biotin-(CUG)12 binding, 665/545 ratio; Potency, µM (top dose mostly 57.5 µM), for inactives: at the top dose activity change, negative = inhibition, hits mostly inhibitors; hit rate 0.036% among 280,000; AID 2675; active = well fitted inhibition curve with a large enough effect in the signal ratio, with a control signal flat, not every such curve was filed as active; inconclusive = small, poorly fitted or top-dose-only effect, or effect the other way, or a change in a side signal; inactive = no such curve, though single readings can be large or run the other way; the % refers to the signal ratio; note: % is set by controls: 0 for no effect and ±100 for the full control effect
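Inhibition of protein-RNA binding appears as loss of TR-FRET between terbium anti-His antibody on MBNL1-His and streptavidin-XL665 on biotin-(CUG)12. Activity is normalized to buffer-only and uninhibited-complex controls.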
RORgamma inh: ROR gamma (mouse) transcription inhibition. P51450. Drosophila S2 Gal4-RORgamma UAS-luciferase reporter, 20 h. Potency, µM (series often up to 53.6 µM), inactives show at the highest dose activity change, negative = inhibition, usual class: inhibitors. hit rate 5.4% among 310,000. AID 2551; note: % is set by controls: 0 for no effect and ±100 for the full control effect; nearly all actives have a fitted effect of over 60% in size
Target sequence (P51450 whole entry, looked up, the tested form may be a part): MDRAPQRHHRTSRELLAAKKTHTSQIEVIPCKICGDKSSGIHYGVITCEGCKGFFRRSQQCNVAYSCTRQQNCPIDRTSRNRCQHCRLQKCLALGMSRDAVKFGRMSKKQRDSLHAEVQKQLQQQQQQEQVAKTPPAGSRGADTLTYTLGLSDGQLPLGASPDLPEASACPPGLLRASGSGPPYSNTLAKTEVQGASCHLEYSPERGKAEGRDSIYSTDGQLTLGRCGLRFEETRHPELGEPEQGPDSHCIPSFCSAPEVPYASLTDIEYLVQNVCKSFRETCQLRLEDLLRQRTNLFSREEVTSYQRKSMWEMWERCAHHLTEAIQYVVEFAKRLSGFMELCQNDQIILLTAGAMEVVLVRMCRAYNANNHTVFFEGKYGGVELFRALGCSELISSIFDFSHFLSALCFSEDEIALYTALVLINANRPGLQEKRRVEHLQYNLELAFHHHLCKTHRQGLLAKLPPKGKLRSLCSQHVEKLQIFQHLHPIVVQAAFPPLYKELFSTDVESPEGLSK
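Luminescence from a UAS-regulated Photinus luciferase reporter in stably transfected Drosophila Schneider cells is measured; decreased signal marks ROR gamma inhibition. Fusion expression is induced by 700 uM copper sulfate for 20 hr.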
BRCA1 expr act: increases BRCA1 expression; AID 624202; MCF7-BRCA1-FFLuc reporter, luminescence, 48 h; response scale: scaled: vehicle 0%, 10 µM genistein 100%; Potency, µM (doses to about 46.1 µM), for inactives: at the highest dose activation, actives largely listed as activators; hit rate 1.1% among 380,000; note: nearly all actives have a fitted effect of over 80% in size; some results filed as inactive show a strong effect at the top dose
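MCF7-BRCA1-FFLuc, 2000 cells/well; 2 h attach, 37 °C/5% CO2; compound 48 h; luciferase substrate 15 min; luminescence end-point. Norm. to genistein 10 microM max activation and DMSO; concentration-response curves fitted.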
uPA generation: inhibitors of cell surface uPA generation; cell surface uPA generation assay, qHTS; Potency, µM (highest dose often 38.3 µM), without a hit: at the top dose activity change, negative = inhibition, actives largely listed as inhibitors; hit rate 0.31% among 330,000; AID 540303; active = well fitted inhibition curve with a large enough effect; inconclusive = small, poorly fitted or top-dose-only effect; inactive = no such curve, though single readings can be large or run the other way; tested in mouse RAW 264.7 cells; note: % is set by controls: 0 for no effect and ±100 for the full control effect; nearly all actives have a fitted effect of over 55% in size
MLL CXXC-DNA inh: blocks binding of human MLL CXXC domain to DNA. MLL-CXXC / FITC-HOXA9 DNA fluorescence polarization. Potency, µM (top dose mostly 115 µM), without a hit: at the highest dose activity change, negative = inhibition, hits mostly inhibitors. hit rate 0.037% among 290,000; active = well fitted inhibition curve with a large enough effect in the polarisation, with a control signal flat, not every such curve was filed as active; inconclusive = small, poorly fitted or top-dose-only effect, or effect the other way, or a change in a side signal; inactive = no such curve, though single readings can be large or run the other way; the % refers to the polarisation
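Fluorescence polarization: 7 uM MLL-CXXC (stock) preincubated 5 min with compounds, then 50 nM fluorescein-HOX-A9 DNA (stock) added; 30 min ambient. Buffer 50 mM Tris-HCl pH 7.5, 50 mM NaCl, 1 mM DTT, 0.05% BSA.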
* marks the source's active call; other numbers are inactive results; ? = inconclusive; nt = no result given; [ ] = dose if it differs, or a comment. Unless noted, calls come from the whole dose curve; as a rule, active = well fitted curve in the direction sought with a large enough effect; inconclusive = small, poorly fitted or top-dose-only effect, or another doubt; inactive = no such curve, though single readings can be large; an effect the other way counts as inactive or inconclusive. Potency is the fitted concentration of half-maximal effect.

SMILES	VP16 counter	ELG1 genotox	Rab9 prom act	p53 reactivation	FLuc modulator	NPC1 prom act	MBNL1 CUG block	RORgamma inh	BRCA1 expr act	uPA generation	MLL CXXC-DNA inh
Cc1ccccc1OCCC(=O)N1CCN(S(=O)(=O)c2ccccc2F)CC1	2.5%	-0.7%	-3.0%	-5.5%	-2.1%	-4.1%	-9.5%	25.9%	0.8%	3.0%	-4.6%
O=C(CCCCn1c(=O)c2ccccc2n(Cc2ccc(Cl)cc2)c1=O)NCc1ccco1	-1.6%	10.9%	-14.2%	-1.1%	-1.0%	-5.4%	2.6%	-24.5%	-50.8%	-8.0%	13.7%
Cc1ccc(CNC(=O)C2CCN(S(=O)(=O)c3cccnc3)CC2)cc1	4.9%	4.2%	7.6%	2.7%	4.3%	1.0%	1.5%	0.2%	-10.4%	-0.7%	-1.3%
CCOC(=O)c1cnc(SC)nc1Oc1cccc(NS(=O)(=O)c2ccccc2)c1	-8.0%	1.2%	-4.1%	22.1%	9.8%	-1.1%	-6.1%	-10.6%	3.1%	-1.8%	-1.4%
Nc1c(Cl)cc(C2=NCCn3c2c2ccc([N+](=O)[O-])cc2[n+]3[O-])cc1Cl	nt	-1.2%	-0.8%	?	-0.1%	-8.3%	nt	nt	-28.9%	3.98µM*	nt
Cc1cc(=O)oc2cc(Oc3ccc(C(N)=O)cc3[N+](=O)[O-])ccc12	-1.9%	4.8%	0.0%	-0.5%	-19.9%	1.4%	nt	8.2%	-14.7%	-5.6%	-4.5%
Cc1c(C(=O)N/N=C/c2cccc(O)c2)nnn1-c1nonc1N	-26.1%	9.6%	6.2%	-2.7%	?	-1.6%	3.0%	-7.8%	-11.0%	4.8%	-2.1%
COc1ccc(N=Cc2[nH]c3ccccc3c2O)cc1	?	12.9%	?	14.8%	2.13µM*	8.5%	?	-24.3%	-0.4%	-7.0%	?
Cc1ccc(-c2nn(-c3ccccc3)cc2CNCc2ccccc2)cc1	14.1µM*	-8.9%	-4.4%	-1.6%	-13.6%	-1.1%	-5.8%	?	-98.6%[inhibitor]	1.4%	-2.4%
CCN(c1ccc(NC(=O)CCNC(=O)c2ccco2)cc1)C(C)C	-8.4%	3.8%	-5.2%	-6.1%	-9.7%	1.4%	nt	19.2%	19.5%	-7.3%	-3.4%
CC(C)OCCCn1c(=NC(=O)c2cccs2)c(C#N)cc2c(=O)n3ccccc3nc21	-0.5%	0.5%	-0.4%	-0.7%	-1.2%	2.7%	?	-15.5%	-10.1%	-7.7%	11.3%
O=C(Nc1ccc2c(c1)nc1n2CCN(Cc2ccccc2)C1)NC1CCCCC1	16.3%	?	7.8%	0.0%	?	19.0%	25.8%	?	13.7%	-5.9%	21.4%
COc1ccccc1NC(=O)Cc1noc(CSc2nnc(C)s2)n1	-11.3%	-0.6%	-3.6%	-1.3%	0.8%	-3.6%	-2.2%	-1.0%	-16.1%	nt	-12.5%
COC(=O)c1cc(-c2c(-c3cc(OC)c(OC)c(OC)c3)noc2C)cc([N+](=O)[O-])c1	-11.9%	-3.5%	-4.9%	2.1%	0.2%	-5.2%	?	-22.2%	7.6%	?	-1.7%
CCOc1ccc(/C=N/NC(=O)c2ccoc2C)cc1OC	-1.8%	18.3µM*	3.55µM*	19.6%	?	?	?	-25.8%	10µM*	-3.2%	59.2%[activator]
O=C(COC(=O)c1ccccn1)NCc1ccc(Cl)cc1Cl	nt	-1.3%	-0.8%	-9.3%	-16.4%	-2.6%	nt	nt	1.9%	2.9%	nt
CCn1c(SCC(=O)NC2CC2)nnc1-c1ccc(C)cc1	-0.4%	-4.4%	0.2%	-1.2%	3.7%	2.3%	-0.2%	-3.4%	-3.2%	5.2%	1.3%
O=C(c1ccccc1)N1CCN(c2ccc([N+](=O)[O-])cc2-n2cccc2)CC1	-0.5%	-9.6%	-1.4%	-3.6%	-0.7%	-1.8%	?	20.5%	-10.9%	0.9%	-2.2%
Cc1ccc(NS(=O)(=O)c2c(C)ccc3nsnc23)c([N+](=O)[O-])c1	2.3%	-6.1%	4.5%	6.8%	0.2%	-0.1%	?	-21.4%[1.91 µM]	-7.4%	-1.0%	1.0%
Cc1ccc2c(c1)nnn2C1CCN(C(=O)NCc2ccccc2)CC1	-2.8%	-0.9%	-2.2%	-1.6%	-7.8%	-1.1%	-6.0%	-5.6%	0.0%	2.1%	-1.7%
CCNS(=O)(=O)c1ccc(C(=O)OCC(=O)N2CCCc3ccccc32)cc1	nt	1.8%	-3.2%	-5.7%	8.0%	-1.3%	nt	nt	0.4%	10.1%	nt
CC(=O)NC1C(=O)N(C)c2ccc(Br)cc21 (stereo not drawn)	-3.4%	-0.9%	0.3%	-4.0%	0.1%	2.7%	-6.5%	5.3%	-2.0%	5.9%	4.2%
O=C(CSc1nnc(-c2ccco2)n1Cc1ccco1)NCc1cccs1	-0.8%	-0.1%	2.9%	-1.3%	-1.1%	-5.6%	-10.9%	1.0%	17.2%	2.0%	2.0%
Cc1cccc(S(=O)(=O)N2CCCc3ccccc32)c1	2.6%	-5.9%	-3.4%	0.3%	-1.6%	4.9%	-5.7%	4.0%	-0.7%	-2.9%	-18.6%
CCC(CC)NC(=O)Cc1ccc(F)cc1	-6.3%	-4.2%	0.8%	19.5%	0.6%	-2.6%	1.4%	-16.1%	0.0%	-1.0%	-9.5%
COc1ccccc1NC(=O)CCN1C(=O)C2CC=CCC2C1=O (stereo not drawn)	6.2%	0.6%	-1.6%	3.3%	-1.7%	2.7%	0.6%	-3.6%	20.5%	10.4%	2.1%
O=C(CCC(=O)N1CCOc2ccccc21)NCCCN1CCCCC1	-6.5%	1.3%	-3.3%	nt	7.5%	2.8%	-0.7%	-1.4%	9.5%	-27.0%	nt
COc1cccc(C2=NOC(C(=O)Nc3ccc4c(c3)OCO4)C2)c1OC (stereo not drawn)	23.4%	0.0%	8.8%	7.9%	-17.8%	8.5%	0.5%	11.0%	-24.2%	-7.6%	8.7%
CCOc1ccc(/C=C2\CCC(C3CCCC3)C2=O)cc1OC (stereo not drawn)	15.5%	12.0%	10.1%	11.9%	?	19.2%	2.2%	9.4%	-17.8%	-0.7%	0.6%
COc1ccc(/C=N/NC(=S)Nc2cc(C(F)(F)F)ccc2Cl)cc1	3.98µM*	5.7%	-7.7%	4.7%	?	2.8%	-2.5%	0.355µM*	-15.0%	-1.6%	-10.6%
NC(=S)N/N=C/c1ccc(Br)o1	?	-7.4%	-5.2%	9.2%	-1.6%	-3.9%	17.4%	3.55µM*	8.5%	2.9%	-0.5%
Cc1ccc(NC(=O)CSc2nnc(C)n2CC2CCCO2)cc1 (stereo not drawn)	-6.6%	1.9%	-1.6%	3.6%	-1.9%	-1.2%	0.5%	-6.2%	-3.3%	17.4%	15.0%
CCOC(=O)c1ccc2nc(NC(=O)c3ccco3)sc2c1	3.4%	?	0.708µM*	?	2.69µM*	0.891µM*	1.7%	8.2%	?	-15.8%	-1.8%
O=c1c2c(nc3n1CCCCC3)-c1ccccc1CC21CCCC1	-8.3%[0.365 µM]	-0.9%	-4.7%	14.4%	-1.4%	-0.1%	2.4%	18.4%	-9.2%	18.0%	0.3%
Clc1ccc(OCCSc2ncccn2)c(Br)c1	25.9%[10 µM]	2.06µM*	0.708µM*	3.1%	2.13µM*	1.41µM*	-2.4%	-1.3%	-9.1%	-3.8%	6.1%
Cc1c(CN(C)C(=O)CSc2nc(-c3ccco3)cc(C(F)(F)F)n2)cnn1C	3.3%	-3.7%	11.8%	-5.0%	5.7%	-1.3%	17.1%	22.5%	-10.0%	-4.9%	1.7%
COc1ccc(CNC(=O)CCn2ccc3cc(S(=O)(=O)N4CCCC4)ccc32)cc1	9.1%	-0.9%	1.8%	-6.7%	1.8%	-5.3%	4.0%	23.4%	-13.1%	-1.6%	-14.4%
O=C(Nc1cccc(S(=O)(=O)N2CCOCC2)c1)C1=NN(c2ccccc2)C(=O)CC1	7.5%	3.6%	0.4%	-0.3%	-0.7%	-2.2%	1.7%	15.0%	-2.4%	-11.1%	5.6%
COc1ccc(NC2CCCN(C(=O)CSc3ccncc3)C2)cc1 (stereo not drawn)	nt	0.5%	5.5%	nt	-1.9%	9.7%	-9.1%	nt	-8.9%	7.3%	5.7%

Compound activity deposited in PubChem by National Center for Advancing Translational Sciences (NCATS).

The list is partial; rates above refer to the full screens.
